Bioassay records deposited in PubChem by several laboratories.
KOR beta-arrestin-1: KOR antagonists, beta-arrestin recruitment, cell-based, luminescence, uHTS (AID 1778) | Kappa-type opioid receptor (Homo sapiens) | KOR beta-arrestin recruitment, luminescence, antagonist mode; higher % means a stronger effect | inhibition, % at 10 µM; hits with a dose series show IC50 in µM | actives 0.091% (n = 290,000); note: strong numbers were not always called active
Siah-1 displacement: Siah-1 peptide-binding antagonists, primary screen, biochemical, fluorescence polarization, rhodamine-plectin, uHTS (AID 1817); displacement, % at 20 µM, or IC50 in µM where a hit was titrated; actives 0.02% (n = 290,000); Siah-1 / rhodamine-plectin peptide fluorescence polarization; higher % means a stronger effect; E3 ubiquitin-protein ligase SIAH1 (Homo sapiens);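 active = displacement of at least 50% at 20 µM, with a fluorescence ratio check between 0.3 and a set limit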;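 note: plate controls were Siah plus tracer with DMSO for no effect and tracer alone without Siah for full effect; strong numbers were not always called active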
LYP phosphatase: inhibitors of LYP phosphatase, biochemical, fluorescence intensity, uHTS (AID 1779); Tyrosine-protein phosphatase non-receptor type 22 (Homo sapiens); recombinant LYP phosphatase, fluorescence intensity; higher % means a stronger effect; one-dose inhibition, % at 11.5 µM; IC50 in µM for titrated hits; actives 0.054% (n = 290,000);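 note: plate controls were vehicle with enzyme for no effect and no enzyme for full effect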
HIV peptide binding: inhibitors of HIV fusion peptide binding, primary screen, biochemical, uHTS, fluorescence dequenching (AID 1986); cell-free peptide binding, fluorescence dequenching, 30 min; higher % means a stronger effect; inhibition, % at 20 µM, or IC50 in µM where a hit was titrated; actives 0.3% (n = 290,000); in the data active = inhibition mostly above about 52%, no sharp cut-off; inactive = mostly below about 76%; note: some results filed as inactive read as strong as hits
PhoP inhibition: inhibitors of PhoP regulon expression, primary screen, Salmonella Typhimurium, GFP reporter (AID 1863). actives 0.16% (n = 300,000). inhibition, % at 50 µM; hits with a dose series show IC50 in µM. S. Typhimurium PhoP-regulated promoter GFP reporter, 4 h; higher % means a stronger effect;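 active = inhibition over 29.93%, a cutoff 3 SD above the screen mean, later confirmed by dose response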;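 note: 0% = low Mg2+ inducing control and 100% = high Mg2+ repressing control; strong numbers were not always called active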
KOR beta-arrestin-2: KOR agonists, beta-arrestin recruitment, primary screen, cell-based, luminescence, uHTS (AID 1777); KOR beta-arrestin recruitment, luminescence; higher % means a stronger effect; activation, % at 10 µM, or EC50 in µM where a hit was titrated; actives 0.02% (n = 280,000); in the data active = activation above about 50%, passing the limit was not always enough; note: a part of the inactive calls stands beside numbers as strong as those of hits
Myeloid diff MLP: induction of myeloid progenitor differentiation, primary screen, cell-based, flow cytometry, MLPCN library | AID 624256, 2012 | calls only at 10 µM | actives 1% (n = 360,000) | ER-HoxA9 myeloid progenitors, lysozyme-GFP differentiation;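 active = normalized GFP-positive differentiation at or above the plate's own cutoff, the solvent-only control mean plus 3 SD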;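 note: cells exposed to compound for four days before flow analysis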
NOD1 inhibition: NOD1 signaling inhibitors, primary screen, cell-based, luminescence, uHTS (AID 1578). NOD1-driven NF-kB luciferase reporter cells, luminescence; higher % means a stronger effect. inhibition, % at 4 µM; hits with a dose series show EC50 in µM. actives 1% (n = 290,000); in the data active = inhibition mostly above about 36%, no sharp cut-off; inactive = mostly below about 34%;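 note: HEK-293T reporter cells stimulated with the NOD1 agonist gamma-tri-DAP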
HEK293 NOD2/NF-kB: NOD2 signaling inhibitors, cell-based, luminescence, uHTS, HEK293 (AID 1566). HEK293 NOD2/NF-kB luciferase reporter, luminescence; higher % means a stronger effect. inhibition, % at 4 µM; hits with a dose series show EC50 in µM. actives 0.63% (n = 290,000); note: many of its hits are not listed in these tables
Myeloid diff MLP GFP+ MAC1+ %: also measured in Myeloid diff MLP; calls as there; GFP+ MAC1+ double positive, %; measured here: differentiation confirmed by MAC1 staining
An asterisk follows results filed as active; i = inactive; x = not tested or not shown; + = active, no number. Cut-off read from the data, not from the text of the source, unless noted: active = inhibition above about 50%; inactive = the rest. Not all compounds are listed; rates above refer to the full screens.

Letters – A = KOR beta-arrestin-1; B = Siah-1 displacement; C = LYP phosphatase; D = HIV peptide binding; E = PhoP inhibition; F = KOR beta-arrestin-2; G = Myeloid diff MLP; H = Myeloid diff MLP GFP+ MAC1+ %; I = NOD1 inhibition; J = HEK293 NOD2/NF-kB
> Cc1cc2ccccc2nc1Br
  A: -16.4% | B: 3.8% | C: -4.2% | D: -0.1% | E: 16.2% | F: 0.9% | G: i | H: 0.0 | I: -2.2% | J: 1.2%
> COc1ccccc1S(=O)(=O)c1ccccc1[N+](=O)[O-]
  A: -18.3% | B: 1.4% | C: -8.7% | D: -0.7% | E: 1.6% | F: -2.1% | G: i | H: 0.6 | I: -10.5% | J: 7.8%
> CC(C)(C)/C(O)=C(/C#N)c1nc2ccccc2[nH]1
  A: 3.1% | B: -2.3% | C: -6.5% | D: -1.6% | E: 13.4% | F: -3.2% | G: i | H: 1.4 | I: 4.9% | J: 2.9%
> COC(=O)c1cn(NC(=O)Cc2c(F)cccc2Cl)c(=O)c2ccccc12
  A: -14.7% | B: 6.2% | C: -1.6% | D: -1.2% | E: 6.2% | F: -0.1% | G: x | H: x | I: -20.4% | J: 9.8%
> CCC(CO)n1c(SCc2cc(=O)oc3cc(C)ccc23)nc2ccccc2c1=O (stereo not given)
  A: -18.9% | B: 0.0% | C: 1.0% | D: -1.4% | E: 20.2% | F: -2.0% | G: i | H: 3.1 | I: -27.1% | J: 3.1%
> COC(=O)CCC/C=C1/SCC(NC(=O)c2ccccc2)C1=O (stereo not given)
  A: -52.4% | B: -2.7% | C: 4.4% | D: -0.2% | E: 0.4% | F: 5.0% | G: x | H: x | I: -0.6% | J: 2.2%
> CCOC(=O)c1cccc(NC(=O)CCNS(=O)(=O)c2ccc3c(c2)CCN3C(=O)CC)c1
  A: 12.8% | B: 3.5% | C: -3.8% | D: -4.1% | E: -4.2% | F: 0.5% | G: i | H: 0.4 | I: -16.5% | J: -2.7%
> COc1ccc(N2C(=O)CC(Sc3ncccc3C(=O)O)C2=O)cc1 (stereo not given)
  A: -50.1% | B: 4.1% | C: -10.6% | D: 1.9% | E: -4.8% | F: -2.4% | G: i | H: 5.5 | I: -6.4% | J: 12.3%
> CCN(CCO)Cc1csc2ccc(Cl)cc12
  A: 29.8% | B: -1.6% | C: -3.3% | D: 2.8% | E: 4.0% | F: -2.6% | G: i | H: 0.8 | I: 5.3% | J: 13.5%
> C/C(=N\NC(=O)c1ccc(N(C)C)cc1)c1ccc(C)c(C)c1
  A: -14.9% | B: 3.4% | C: 2.9% | D: -1.6% | E: -9.5% | F: -3.5% | G: i | H: 1.6 | I: 4.4% | J: 22.6%
> Cn1ncc2c(NNC(=O)c3ccccc3Cl)ncnc21
  A: -5.9% | B: -6.1% | C: -5.4% | D: 2.4% | E: -7.3% | F: 2.0% | G: i | H: 0.4 | I: -26.9% | J: -11.2%
> Cc1ncc([N+](=O)[O-])n1CCOC(=O)NC(Nc1ccc(F)cc1)C(Cl)(Cl)Cl (stereo not given)
  A: -19.9% | B: 9.8% | C: 0.9% | D: 0.0% | E: 0.5% | F: 5.9% | G: i | H: 0.2 | I: -8.4% | J: -2.0%
> O=C(O)Cc1sc(Nc2ccccc2)nc1-c1cccs1
  A: 13.2% | B: 4.1% | C: -2.8% | D: 13.4% | E: -0.7% | F: 2.0% | G: + | H: 9.1* | I: -3.1% | J: -23.5%
> COC(=O)c1cc(OC)c(OC)cc1NC(=O)CCc1ccc(C)o1
  A: 46.9% | B: -1.6% | C: -12.5% | D: -0.4% | E: 4.0% | F: -2.4% | G: i | H: 1.3 | I: -15.0% | J: 18.3%
> CCOC(=O)C(N)CSC1CC(=O)N(c2ccc(C(=O)OC)cc2)C1=O (stereo not given)
  A: -15.1% | B: -1.4% | C: -6.2% | D: 0.6% | E: 8.0% | F: 0.1% | G: i | H: 1.2 | I: -7.7% | J: 8.2%
> COc1cc(C(C)=O)ccc1OCc1nnc(-c2ccccc2Br)o1
  A: -11.2% | B: 8.3% | C: 0.2% | D: -1.7% | E: -2.4% | F: -2.7% | G: i | H: 0.1 | I: -18.5% | J: 10.3%
> O=C(Cc1ccccc1)Nc1ccccc1C(=O)Nc1ccccc1
  A: -19.3% | B: -4.5% | C: -5.4% | D: -3.4% | E: 8.0% | F: 1.3% | G: i | H: 0.2 | I: 28.5% | J: 0.7%
> CN(C)S(=O)(=O)c1ccc(C(=O)N2CC(=O)Nc3ccc(F)cc3C2c2ccc(F)cc2)cc1 (stereo not given)
  A: 10.2% | B: -2.9% | C: -2.9% | D: -1.1% | E: 8.2% | F: -4.6% | G: i | H: 0.5 | I: 3.6% | J: 13.7%
> COc1ccc(S(=O)(=O)NCC2CCCO2)cc1NC(=O)c1ccccc1F (stereo not given)
  A: -57.7% | B: -1.5% | C: -1.9% | D: 3.8% | E: -0.8% | F: 1.0% | G: i | H: 3.5 | I: -1.0% | J: 1.1%
> O=C(CN(Cc1ccccc1Cl)C(=O)CNS(=O)(=O)c1ccc(F)cc1)NCC1CCCO1 (stereo not given)
  A: 9.8% | B: 3.0% | C: -1.4% | D: -0.7% | E: -5.4% | F: 0.9% | G: i | H: 0.4 | I: -29.7% | J: 18.5%
> COCCCn1c(SCC(=O)N2CCCCC2C)nnc1-c1ccco1 (stereo not given)
  A: -5.9% | B: -6.3% | C: -5.9% | D: 0.3% | E: -6.9% | F: 1.6% | G: i | H: 5.9 | I: -0.8% | J: 8.7%
> CCN(CC)CCOC(=O)c1ccc(NC(=O)COc2cc(=O)n(CC)c3ccccc23)cc1
  A: 27.1% | B: -3.0% | C: 0.5% | D: -1.7% | E: 6.3% | F: -2.7% | G: i | H: 0.7 | I: -12.9% | J: 11.9%
> CC1=NN(c2ccccc2)C(=O)C1N=Nc1ccc(C)cc1 (stereo not given)
  A: -9.3% | B: 18.0% | C: -9.6% | D: 1.3% | E: -0.7% | F: -0.4% | G: x | H: x | I: -13.4% | J: -6.7%
> O=C(CSc1nc(-c2ccc(F)cc2)cs1)N1CCN(C(=O)c2ccco2)CC1
  A: -60.2% | B: -0.6% | C: -15.1% | D: 5.0% | E: 2.1% | F: -12.9% | G: i | H: 1.2 | I: 7.3% | J: 4.0%
> N#Cc1ccsc1NC(=O)CN(Cc1ccccc1)Cc1ccccc1
  A: 6.6% | B: 5.9% | C: -0.5% | D: 5.1% | E: 11.1% | F: 1.4% | G: i | H: 1.7 | I: 21.6% | J: -5.5%

The closing two records of the section above open the next one:
Letters – A = KOR beta-arrestin-1; B = Siah-1 displacement; C = LYP phosphatase; D = HIV peptide binding; E = PhoP inhibition; F = KOR beta-arrestin-2; G = Myeloid diff MLP; H = Myeloid diff MLP GFP+ MAC1+ %; I = NOD1 inhibition; J = HEK293 NOD2/NF-kB
> O=C(CSc1nc(-c2ccc(F)cc2)cs1)N1CCN(C(=O)c2ccco2)CC1
  A: -60.2% | B: -0.6% | C: -15.1% | D: 5.0% | E: 2.1% | F: -12.9% | G: i | H: 1.2 | I: 7.3% | J: 4.0%
> N#Cc1ccsc1NC(=O)CN(Cc1ccccc1)Cc1ccccc1
  A: 6.6% | B: 5.9% | C: -0.5% | D: 5.1% | E: 11.1% | F: 1.4% | G: i | H: 1.7 | I: 21.6% | J: -5.5%
> O=S(=O)(NCCSc1ccccn1)c1ccc(Cl)cc1
  A: 7.5% | B: 2.7% | C: -2.4% | D: 0.1% | E: 3.0% | F: -0.4% | G: i | H: 0.2 | I: -28.7% | J: 6.7%
> CCOc1ccc(-n2cc(C(=O)Nc3cccc(Cl)c3)c3cc(OC)c(OC)cc3c2=O)cc1
  A: -27.5% | B: 2.0% | C: 13.0% | D: 1.0% | E: -9.3% | F: 1.9% | G: i | H: 0.5 | I: -23.0% | J: 6.7%
> CCOC(=O)c1c(NC(=O)CSc2nnc(-c3c[nH]c4ccccc34)n2CC)sc2c1CCCC2
  A: -25.5% | B: 16.7% | C: 6.8% | D: 1.8% | E: 0.6% | F: 2.8% | G: i | H: 0.4 | I: 8.3% | J: -13.9%
> CNC(=O)c1cccc2cccc(Sc3ccccc3C(=O)O)c12
  A: -8.8% | B: 0.5% | C: -2.4% | D: 0.0% | E: -2.4% | F: 0.1% | G: i | H: 0.5 | I: -5.4% | J: 0.2%
> CCc1ccccc1OCC(=O)N(CC)CC(=O)NCc1ccc(F)cc1
  A: -19.6% | B: -1.6% | C: -1.3% | D: 1.4% | E: -5.0% | F: -3.0% | G: i | H: 0.4 | I: -17.3% | J: 2.5%
> COC(=O)c1ccc(C2CC(=O)NC3=C2C(=O)CCC3)cc1 (stereo not given)
  A: -8.9% | B: 1.4% | C: -4.5% | D: -1.3% | E: -2.4% | F: 3.4% | G: i | H: 0.6 | I: -10.5% | J: 2.6%
> COc1cc(C(C)=O)ccc1OCc1cc(C(=O)N(C)CCC2CCCCO2)no1 (stereo not given)
  A: -6.0% | B: -2.9% | C: -14.2% | D: -0.8% | E: 8.4% | F: 3.0% | G: i | H: 4.4 | I: -67.1% | J: -24.1%
> CC(=C\c1ccccc1)/C=C1/SC(=S)N(CCC(=O)O)C1=O
  A: -19.1% | B: -4.3% | C: 3.0% | D: 26.1% | E: 7.2% | F: -2.6% | G: i | H: 0.4 | I: 6.0% | J: -6.5%
> Cc1ccc(-c2nnc(Nc3ccccc3)c3ccccc23)cc1S(=O)(=O)NCC1CCCO1 (stereo not given)
  A: -23.6% | B: 8.7% | C: 1.8% | D: -2.2% | E: 2.2% | F: 10.1% | G: i | H: 0.6 | I: 17.3% | J: -27.3%
> Cc1ccc(N2CC(C(=O)Nc3ccccn3)CC2=O)cc1 (stereo not given)
  A: -74.1% | B: -4.1% | C: -2.5% | D: -0.8% | E: 2.3% | F: -3.4% | G: i | H: 0.6 | I: 15.0% | J: -13.3%
> Cc1cc(-c2ccco2)c(C#N)c2nc3ccccc3n12
  A: -9.4% | B: 22.1% | C: 16.7% | D: 1.3% | E: -8.0% | F: 15.2% | G: + | H: 1.9* | I: -65.1% | J: -26.5%
> Cc1cc(C(=O)NC2CCCCC2)on1
  A: 12.6% | B: -1.9% | C: -7.7% | D: 0.6% | E: -6.7% | F: 4.6% | G: i | H: 0.0 | I: -11.2% | J: 9.8%
> COc1ccc(CCNC(=O)C2CCCN(Cc3nc(-c4ccccc4C)oc3C)C2)cc1OC (stereo not given)
  A: -32.2% | B: 2.1% | C: -0.5% | D: 0.3% | E: -5.1% | F: 4.1% | G: i | H: 0.3 | I: 12.6% | J: 0.8%
> O=C(CCN1C(=O)c2ccccc2C1=O)Nc1ccc(-c2nc3ccccc3o2)cc1
  A: -11.3% | B: -2.8% | C: -7.1% | D: -4.7% | E: -2.2% | F: -1.6% | G: i | H: 0.8 | I: 20.5% | J: 17.6%
